# Nrf2 block = blocks Nrf2 signaling. A549 ARE-Fluc reporter, luciferase luminescence, 18-24 h. Potency, µM (doses to about 46 µM), without a hit: top-dose activity change, negative = inhibition, usual class: inhibitors. actives 2.1% (n = 360,000); further: potency means the concentration at half of the fitted maximal effect; on the % scale 0 is the no-effect control and ±100 the full control effect; nearly all actives have a fitted effect of over 60% in size
#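 Two sequential reads on A549 ARE_Fluc cells exposed to compound for 18-24 h: a CellTiter-Fluor fluorescence read for viability, then a luciferase luminescence read for Nrf2/ARE activity.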
# HepG2 tox = counter-screen for TGF-b inhibitors: cytotoxicity in HepG2 cells; Potency, µM (series often up to 46.1 µM), for the others: at the highest dose activity change, negative = cytotoxicity, hits mostly cytotoxic; HepG2 CAGA-GFP viability, ATP luminescence, 18 h; actives 0.76% (n = 410,000); AID 588856; further: potency means the concentration at half of the fitted maximal effect; some results filed as inactive show a strong effect at the top dose
#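 HepG2 CAGA-GFP cells (1000/well, DMEM with 1% FBS) received compound, then TGF-beta at 500 pg/mL final, and were incubated 18 hours at 37 degrees C. Viability was read by CellTiter-Glo luminescence. Media-only wells were set as complete cell-killing and DMSO as no toxicity.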
# Nrf2 ARE act = activates Nrf2 signaling. actives 0.31% (n = 410,000). Potency, µM (highest dose often 46.1 µM), without a hit: top-dose activation, usual class: activators. AREc32 ARE-luciferase reporter (MCF7-derived line), luminescence, 24 h; further: potency means the concentration at half of the fitted maximal effect; % of control where 0% means no effect; nearly all actives have a fitted effect of over 65% in size
#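 For detection, Steady-Glo was added and plates sat 30 min at RT; before that, AREc32_Fluc cells grown overnight in OPTI-MEM/5% FBS had been treated with 23 nL compound for 24 hr at 37 deg C.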
# ATXN viability = cell viability loss in ATXN counter-screen; S2 cells (HEK-293 line with an ATXN2-luciferase reporter) viability, CellTiter-Fluor protease fluorescence, 24 h; Potency, µM (top dose mostly 56.7 µM), hits mostly cytotoxic; actives 0.49% (n = 400,000); further: potency means the concentration at half of the fitted maximal effect; nearly all actives have a fitted effect of over 40% in size
# A549 tox = A549 cytotoxicity, counter-screen for Nrf2 inhibitors; A549 ARE-Fluc cells, CellTiter-Fluor viability, 18-24 h; Potency, µM (doses to about 46 µM), without a hit: at the top dose activity change, negative = cytotoxicity, usual class: inhibitors; actives 0.16% (n = 390,000); AID 504648; further: potency means the concentration at half of the fitted maximal effect; on the % scale 0 is the no-effect control and ±100 the full control effect
#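 A549 ARE-Fluc cells in 5% FBS OPTI-MEM, 5000 cells/well, rested 2 h then exposed to compounds in concentration-response for 18-24 h at 37 °C. Viability by CellTiter-Fluor fluorescence (Ex 405/Em 525) after 30 min; luciferase luminescence (BugLite, 15 min, RT) read afterwards.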
# pAkt inh = blocks phosphorylation of Akt; Neuro2A IGF-stimulated pAkt S473 HTRF, 20 min; hits give low values; activity change, % for hits at 50 µM; actives 0.32% (n = 360,000); AID 651550; in the data active means activity change below about -80%; inconclusive means mostly about -51% to -80%; further: on the % scale 0 is the no-effect control and ±100 the full control effect
#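 Neuro2A cells in DMEM with 0.5% FBS, overnight at 37 deg C, given compound at single 50 µM final, then IGF (6 nM final) for 20 min at 37 deg C. Lysed; phospho-Akt Ser473 by HTRF after 24 h, 665/615 ratio.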
# CCT chaperon mod = changes cytosolic chaperonin activity | purified chaperonin ATPase assay, HTRF ADP detection, 30 min | activity change, % (concentration not given with the values), hits read low | actives 0.3% (n = 360,000); in the data active means activity change below about -30%; further: on the % scale 0 is the no-effect control and ±100 the full control effect
#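 We incubate TRiC, 40 or 20 nM final, with library compounds at 76 uM and 10 uM ATP for 30 min at 37 °C. ADP formed is detected with Transcreener HTRF reagents after 30 min at room temperature.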
# TGFb inhibitor = TGF-b pathway inhibition; HepG2 CAGA-GFP TGF-b/SMAD3 reporter, GFP fluorescence, 18 h; TGF-beta stimulated, 500 pg/mL final; Potency, µM (top dose mostly 46.1 µM), for inactives: top-dose activity, negative = inhibition, actives largely listed as inhibitors; actives 1.2% (n = 410,000); further: potency means the concentration at half of the fitted maximal effect; on the % scale 0 is the no-effect control and ±100 the full control effect; nearly all actives have a fitted effect of over 65% in size
#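 HEPG2 CAGA-GFP, 1000 cells/well; 2 h settle, 37 C; cpd via pin tool; TGF-b 500 pg/mL final; 18 h, 37 C; GFP imaging ex488/em500-530; %Activity normalised to -TGF-b and +DMSO controls; CRC fit, curve class.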
# MmCpn inh = inhibitors of Methanococcus maripaludis chaperonin (MmCpn) | purified Mm-Cpn ATPase, ADP Transcreener TR-FRET | Potency, µM (top dose mostly 76.9 µM), for inactives: at the highest dose activity, negative = inhibition, most hits filed as inhibitors | actives 0.031% (n = 330,000); further: potency means the concentration at half of the fitted maximal effect; on the % scale 0 is the no-effect control and ±100 the full control effect; nearly all actives have a fitted effect of over 80% in size
#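 Purified archaeal chaperonin (25 nM final) was preincubated with compound for 10 min at 37°C, then ATP (10 uM final) was added for 30 min at 37°C in Tris pH 7.4/KCl/MgCl2/DTT buffer. ADP was quantified by HTRF Transcreener TR-FRET.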
# Active calls of the source: *; i = inactive; ? = inconclusive; · = not tested or not shown; & = joins results of further samples; [ ] = another dose, or the depositor's remark. Unless noted, the call rests on the fitted dose curve; in most records, active means well fitted curve in the direction sought with a large enough effect; inconclusive means small, poorly fitted or top-dose-only effect, or another doubt; inactive means no such curve, though single readings can be large; an effect the other way counts as inactive or inconclusive.
Structure,Nrf2 block,HepG2 tox,Nrf2 ARE act,ATXN viability,A549 tox,pAkt inh,CCT chaperon mod,TGFb inhibitor,MmCpn inh
c1ccc2c(c1)-c1cccc3cccc-2c13,-3%,-6%,0.4%,i,1%,i,-0.4,-2%,1%
CCOC(=O)CCN=Cc1c(O)n(-c2ccc(Br)cc2)c(=O)[nH]c1=O,-8%,-1%,0.3%,i,-13%,i,0.0,1%,1%
O=C1Nc2ccccc2C(c2ccccc2)=NC1O (configuration not stated),11%,14%,0.5%,i,-2%,i,1.1,12%,-1%
CC(=O)NC(Cc1ccc(N(CCCl)CCCl)cc1)C(=O)O (configuration not stated),-1%,-36%,-0.7%,i,4%,i,0.8,1%,-3%
CN(C)c1ccc(/C=C/C=C/c2sc3ccccc3[n+]2C)cc1,?,-20%,3.5%,?,-12%,i,0.3,8.9µM*,?
CSc1ccc(CN2CCN(C(=O)COc3cccc(C)c3)CC2)cc1,?,-29%&-23%,0.0%&-1.2%,i,2%&0%,i,-1.6,?,-3%
COC(=O)C1=C(C(=O)OC)SC2(S1)C(C(=O)OC)=C(C(=O)OC)Sc1c2ssc1=O,?,-107%,?,14µM*,?,i,-0.2,?,·
CC(C)(C)c1ccc(C(=O)Nc2ccc3nc(SCC(=O)N4CCCC4)sc3c2)cc1,15µM*,-21%,-2.9%,·,?,·,·,?,·
COc1cc(C(=O)N2Cc3ccc(Br)cc3-n3nncc3C2)cc(OC)c1OC,·,-16%,-0.8%,i,·,i,-2.9,?,·
Cc1cc(NC(=O)CCl)nn1C,?,-24%,?,i,-18%,i,-0.7,-4%,-2%
CC(C)(C)NS(=O)(=O)c1ccc(OCC(=O)N2CCN(Cc3ccccc3)CC2)cc1,?,-67%,3.8%,i,3%,i,-4.0,7%,4%
COC(=O)C1=C(c2ccc(C(C)=O)cc2)C[C@@H]2CC[C@H]1N2C(=O)NCc1ccc(F)cc1,-11%,3%,0.2%,i,0%,i,-1.8,2%,2%
CCCNC(=O)N1[C@H]2CC[C@@H]1C(C(=O)OC)=C(c1ccc(OC)c(OC)c1)C2,-7%,3%,0.3%,?,-4%,i,-3.4,-4%,3%
CC1(C)C2([N+](=O)[O-])CN3CN(C2)CC1([N+](=O)[O-])C3,30%,-14%,0.0%,i,13%,i,-2.5,-19%,-2%
COc1ccc(NP(=O)(Oc2ccccc2OC)Oc2ccccc2OC)cc1,?,0%,-0.4%,i,-15%,i,1.2,-5%,1%
Cc1ccc(/C=C2\C(=O)NC(=O)N(Cc3ccccc3Cl)C2=O)o1,?,-15%,-0.7%,i,0%,i,-2.7,-27%,1%
CC(C)CCCn1c(O)c(/C=C2/C=CC=N2)c(=O)[nH]c1=O,-8%,-9%,2.0%,i,0%,i,-2.0,0%,0%
CCCC(=O)OCC[N+](C)(C)C,-1%,11%,0.2%,i,0%,i,-0.8,6%,-1%[15.4 µM]
O=C(c1ccc(F)c([N+](=O)[O-])c1)N1CC2CC(C1)c1cccc(=O)n1C2 (configuration not stated),?,2%,18%,?,-20%,i,0.8,-1%,1%
Cc1cc(C(=O)OCC(=O)Nc2ccccc2F)c(C)n1C1CC1,?,-2%,4.2%,i,10%,i,0.2,0%,-1%
COc1ccc(CC(=O)N2CCN(C)CC2)cc1OC,2%,6%,-0.5%,i,-1%,i,-1.0,0%,0%
CCC(NC(=O)OC(C)(C)C)C(=O)Oc1cc(C)cc2oc(=O)c3c(c12)CCC3 (configuration not stated),-4%,-3%,-0.4%,i,-7%,i,-0.9,-17%,-1%
c1cc(CNCCc2ccc3c(c2)OCO3)ccn1,4%,-1%,0.2%,i,11%,i,-3.6,-3%,1%
OC(c1ccccc1)(c1ccccc1)c1ccncc1,-1%,-12%,-0.8%,i,?,i,1.2,-25%,1%
NC(=O)c1c(NC(=O)c2ccc(S(=O)(=O)N(CCCl)CCCl)cc2)sc2c1CCCCC2,14%,-23%,0.0%,?,-11%,i,-2.7,-11%,-2%
COc1ccc(CCNC2CCCCC2)cc1,-6%,5%,-0.8%,i,-10%,i,1.1,-17%,4%
Cc1cc(/C=C2\C(=O)NC(=O)N(Cc3ccccc3)C2=O)c(C)n1C1CC1,2%,-10%,0.2%,i,0%,i,-4.2,-10%,-2%
COc1ccc(N2CCN(C(=O)c3cc(=O)[nH]c4ccccc34)CC2)cc1,?,6%,0.3%,i,-2%,i,-0.4,4%,1%
CC(C)c1ccc(N2C(=O)NC(=O)/C(=C\c3cnc(-c4ccccc4)nc3)C2=O)cc1,?,-24%,3.5%,i,-3%,i,-3.7,159%[activator],-3%
CC1=CC(=O)OC2CC3OC4C[C@@H](C)C5OC6CC7O[C@]8(C)C/C=C\C9OC%10CC%11OC(CC(C)CO)CC(O)[C@]%11(C)OC%10CC9OC8C[C@]7(C)O[C@]6(C)CCC5OC4C[C@]3(C)OC12 (some centres not stated),16%,-3%,-1.0%,i,-2%,i,-0.7,6%,·
Cc1cc(C)cc(-n2c(C)cc(/C=C3\C(=O)NC(=O)N(C)C3=O)c2C)c1,-10%,-17%,-0.7%,i,0%,i,-8.4,-8%,-6%
C[C@H](CO)N1C[C@H](C)[C@@H](CN(C)C(=O)Oc2ccc3ccccc3c2)OCc2cn(nn2)CCCC1=O,·,-4%,-0.4%,i,·,i,0.7,4%,·
CN1CCN(c2c[nH]c(=O)[nH]c2=O)CC1,13%,-5%,0.0%,i,7%,i,1.7,9%,-3%
CCOC(=O)C(O)(c1ccc(N(C)C(=O)c2ccc(Cl)c(Cl)c2)cc1)C(F)(F)F (configuration not stated),-11%,-43%,2.2%,i,-2%,i,-3.5,-28%,0%
CN1CCN(c2nc([N+](=O)[O-])nn2C)CC1,7%,24%,-0.1%,i,7%,i,-2.4,-22%,0%
COC(=O)COc1ccc(/C=C2\C(=O)NC(=S)N(c3ccc(C)cc3)C2=O)cc1OC,5%,4%,0.0%,i,-6%,i,-3.3,1%,-1%
N#C/C(=C(/O)c1ccc(S(=O)(=O)N(CCCl)CCCl)cc1)c1nc2ccccc2[nH]1,?,1%,0.1%,i,8%,i,1.7,5%,0%
COc1cccc(NC(=O)N2CCc3nc(Nc4ccc(C(C)C)cc4)ncc3C2)c1,·,-21%,-2.4%,?,·,i,-1.2,?,·
CCCCn1c(O)c(C(CC)=NC(C)c2ccccc2)c(=O)[nH]c1=O (configuration not stated),?,-9%,0.1%,?,-25%,i,0.6,-33%,-1%
COc1ccc(NP(=O)(Oc2ccc(Cl)cc2)Oc2ccc(Cl)cc2)cc1OC,?,-47%,-0.3%,i,-7%,i,2.7,20µM*,2%
O=[N+]([O-])[N-][n+]1cnn(Cc2ccccc2)c1,-5%,-12%,0.1%,i,17%,i,-0.8,-15%,-1%
COC(=O)CNC(=O)c1cn(CCC#N)nc1-c1ccc(F)cc1,2%,4%,-0.4%,i,0%,i,0.5,32%,-1%
COc1ccc(-n2c(C)nc3cc(C(=O)N4CCC5(CC4)OCCO5)ccc32)cc1,-28%,-35%,0.5%,i,?,i,-6.7,-7%,0%
C=CCn1c(O)c(C(CC)=NCc2cc(OC)cc(OC)c2)c(=O)[nH]c1=O,?,-58%,4.0%,i,-14%,i,0.4,-15%,2%
Cc1cc(C)cc(NC(=O)CN2C(=O)CN=C(c3ccccc3)c3cc(Cl)ccc32)c1,·,-46%,-0.4%,·,?,·,·,?,·
COc1ccc(OC)c(-n2c(O)c(C=Nc3c(C)n(C)n(-c4ccccc4)c3=O)c(=O)[nH]c2=S)c1,0%,-25%,2.4%,i,0%,i,-0.4,?,2%
COc1ccc(OC)c(-n2c(O)c(C=NCc3ccc4c(c3)OCO4)c(=O)[nH]c2=O)c1,-10%,-14%,-0.1%,i,-4%,i,-3.2,3%,-8%
O=C(Oc1ccc(-c2nnco2)cc1)N1CCCCC1,28%,-11%,0.3%,i,?,i,0.9,6%,0%
c1cc2c(cc1CN1CCNCC1)OCO2,7%,-3%,0.1%,i,1%,i,-0.3,-20%,-1%
Cc1ccc(CSc2ncccc2C(=O)O)cc1,?,4%&-23%,3.6%&2.1%,i,-6%&-12%,·,-0.1,0%&0%,3%

# Later entries.
Structure,Nrf2 block,HepG2 tox,Nrf2 ARE act,ATXN viability,A549 tox,pAkt inh,CCT chaperon mod,TGFb inhibitor,MmCpn inh
O=C1NC(=O)C2(Cc3ccccc3N3CCCC32)C(=O)N1Cc1ccccc1 (configuration not stated),-3%,-14%,-0.2%,i,-4%,i,-0.1,4%,0%
Cc1ccc(CSCCNS(=O)(=O)c2ccc([N+](=O)[O-])cc2)cc1,4%,-1%,-0.5%,i,1%,i,-0.3,?,0%
CCOC(=O)C1(c2ccccc2)CCN(CC(=O)Nc2ccc(C)cc2)CC1,-18%,-22%,0.3%,i,-2%,i,-0.5,12%,-1%
NCCCP(=O)(O)CCc1ccccc1,4%,-2%,-0.8%,i,2%,i,-4.3,1%,-1%
c1ccc(CNCCc2ccc3c(c2)OCO3)nc1,8%,0%,0.0%,i,2%,i,0.7,4%,-1%
CCSc1nnc(NC(=O)c2cccn(Cc3ccc(Cl)cc3)c2=O)s1,·,-7%,1.1%,i,-3%,·,·,10%,·
CN1CCN(Cc2ccc(Br)s2)CC1,9%,-35%,0.4%,i,1%,i,-0.2,-6%,-4%

# Screens deposited in PubChem by National Center for Advancing Translational Sciences (NCATS).

# The list is partial; count on the stated rates, not on these rows.
